GalR3 antagonist: human GalR3 antagonism; inhibition, % at 3 µM; AID 651719; hit rate 0.44% among 360,000; O60755; HEK293 GalR3-CNG cAMP membrane potential fluorescence; galR3 body fused to GalR1 C-terminus;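 active means inhibition above the screen-wide average plus 3 SD, cut at about 13% in these data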;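 further: forskolin and galanin both at EC90 stimulate the cells; cAMP rise reported by CNG channel membrane potential dye signal; 0% = forskolin plus galanin with DMSO and 100% = forskolin alone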
Target sequence (O60755 1-299 limits assumed): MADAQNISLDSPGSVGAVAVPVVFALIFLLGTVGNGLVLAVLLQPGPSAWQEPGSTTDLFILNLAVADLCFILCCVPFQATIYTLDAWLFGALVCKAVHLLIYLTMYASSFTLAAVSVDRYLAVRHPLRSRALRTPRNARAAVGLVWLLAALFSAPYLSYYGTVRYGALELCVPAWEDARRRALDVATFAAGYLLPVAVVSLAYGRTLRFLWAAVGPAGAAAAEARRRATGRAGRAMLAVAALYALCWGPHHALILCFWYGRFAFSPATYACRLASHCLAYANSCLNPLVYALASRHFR
* marks the source's active call; other numbers are inactive results.

| SMILES | GalR3 antagonist |
| --- | --- |
| CN(C)c1ccc(NC(=O)Nc2nc(C(N)C3CCCCC3)cs2)cc1 (stereo not drawn) | -7.0 |
| Cc1ccccc1-c1cc2nc(NCc3cccnc3)n(C)c(=O)c2s1 | -5.0 |
| O=C(NCCc1ccc(Cl)cc1)c1ccc2c(=O)[nH]c3c(C(=O)NCC4CCCO4)sc(=S)n3c2c1 (stereo not drawn) | -4.4 |
| CN(C(=O)c1cccc(NC(=O)Cc2ccc(NC(=O)C3CCCN(S(=O)(=O)c4cccc([N+](=O)[O-])c4)C3)cc2)c1)C1CCC1 (stereo not drawn) | -4.4 |
| c1ccc(Cc2c(C3CCCCC3)nc3c4ccccc4ccn23)cc1 | 0.4 |
| COc1cc(-n2c(C)nc3ncn(-c4ccccc4)c3c2=O)cc(OC)c1OC | -3.7 |
| N#Cc1c(N)n(C2OC(CO)C(O)C2O)c2ncnc(N)c12 (stereo not drawn) | -1.8 |
| Cc1ccc(C)c2c1CCCC2=O | -5.2 |
| CC1(C(=O)Nc2ccccc2)CCN1C(=O)CCc1ccc(Cl)cc1Cl (stereo not drawn) | -8.5 |
| O=C(NCc1ccccc1)c1cc(C2CCCN(C(=O)c3ccccc3)C2)on1 (stereo not drawn) | -5.0 |
| O=C1NC[C@@H](CCCCN2C[C@H](Cc3ccccc3)N(CC3CCCCC3)C(=O)C2=O)N(CC2CCCCC2)C1=O | -7.8 |
| O=C(NOCc1ccccc1)c1coc(-c2ccccc2)n1 | -5.2 |
| COC(=O)C[C@H]1CC[C@H](NC(=O)Nc2ccccc2)[C@@H](CO)O1 | -5.8 |
| Cc1cc(C)c(C#N)c(SCC(=O)N(CC(C)C)C2CCS(=O)(=O)C2)n1 (stereo not drawn) | 6.7 |
| C=CCOC(=O)C(C(=O)Cc1ccccc1)c1ccccc1 (stereo not drawn) | -5.5 |
| CC(C)CC1NC(=O)c2cccnc2-n2c1nc1cc(F)ccc1c2=O (stereo not drawn) | -2.0 |
| Cc1ccccc1-c1ccc2c(c1)O[C@H](CN(C)C(=O)C1CC1)[C@@H](C)CN([C@@H](C)CO)S2(=O)=O | -6.3 |
| CC1=C(C(=O)N(C(C)C)C(C)C)CC(CC(=O)NCc2cccc3ccccc23)C(=O)N1Cc1ccc(F)cc1 (stereo not drawn) | -5.2 |
| O=C(NCc1cccs1)c1ccc(CS(=O)Cc2ccc(Cl)cc2)o1 (stereo not drawn) | -9.0 |
| CN(C)c1ccc(-c2ccnc3c2CC(C)(C(=O)Nc2cccc(OC(F)(F)F)c2)O3)cc1 (stereo not drawn) | -6.4 |
| CCC(=O)N1CCC1(C)C(=O)Nc1ccc(Cl)c(Cl)c1 (stereo not drawn) | -1.3 |
| CC(=O)c1cccc(NC(=O)COC(=O)Cc2ccc(Cl)cc2)c1 | -0.5 |
| CC(=O)O[C@@H]1C=C[C@@H](C#Cc2ccc(C(C)(C)C)cc2)O[C@@H]1COC(=O)Nc1ccccc1 | -0.5 |
| CC(C)N1CCCC(C)(C(=O)Nc2nc3ccccc3[nH]2)C1 (stereo not drawn) | -5.1 |
| CC1=C(C(=O)N(C(C)C)C(C)C)CC(CC(=O)NCc2ccco2)C(=O)N1CCC1=CCCCC1 (stereo not drawn) | -9.4 |

The results go on.
| SMILES | GalR3 antagonist |
| --- | --- |
| O=C(c1cc2c(c(-c3cccc(-c4ccc(F)cc4)c3)n1)[C@H](CCO)N(C(=O)c1ccc3c(c1)OCO3)C2)N1CCOCC1 | 1.7 |
| COc1ccc(CNC(=O)C2CCN(S(=O)(=O)N3CCC(C)CC3)CC2)c(OC)c1 | -6.5 |
| COC(=O)[C@]12C[C@H](CC(=O)NCCCN3CCCC3=O)C(=O)N(Cc3ccc4c(c3)OCO4)C1=C[C@H](C(C)(C)C)O[C@@H]2C | -5.0 |
| N#Cc1ccccc1OCC(=O)Nc1ccc2c(c1)OCO2 | 1.0 |
| O=C1c2ccccc2C(=O)N1CC1CO1 (stereo not drawn) | -5.7 |
| COC(=O)C1(C(=O)OC)c2ccccc2N(S(=O)(=O)c2ccc(C)cc2)C1CC(C)=O (stereo not drawn) | -5.2 |
| C#CCNC(=O)C[C@H]1C[C@@]2(C(=O)OC)C(=C[C@H](C(C)(C)C)O[C@@H]2C)N(CCC2=CCCCC2)C1=O | -6.5 |
| CS(=O)(=O)c1ccc(NC(=O)c2cc3c(cc2Cl)N2CCCCCC2=NS3(=O)=O)cc1 | -5.3 |
| NC(c1ccccc1)c1csc(Nc2ccccn2)n1 (stereo not drawn) | -7.5 |
| O=C(OC1C2C=CC1C1C(=O)NC21)c1ccccc1 (stereo not drawn) | 4.0 |
| COc1ccc(C(C)=O)cc1CON=C1CSCc2ccccc21 | -4.5 |
| CCN1C[C@@H]2[C@@H]3C(=O)N(Cc4ccccc4)C(=O)[C@@H]3[C@](C)(C1=O)N2C(=O)c1ccc(Cl)cc1 | -2.9 |
| Cc1ccc(C(=O)NCC(=O)OCc2nc3ccsc3c(=O)[nH]2)cc1C | -3.0 |
| CCCC(=O)N(Cc1cc2cc(OC)ccc2[nH]c1=O)c1ccc(OC)cc1 | -6.5 |
| CO[C@@H]1[C@H](O)CC[C@]2(O)CN(c3ccccc3)[C@](C)([C@H](O)CC=C(C)C)[C@@H]12 | -1.4 |
| N#CC1C(=O)NC(=O)C(C#N)C12CCCC(C(F)(F)F)C2 (stereo not drawn) | -7.4 |
| O=C(C=Cc1cccnc1)c1ccccc1 | 5.2 |
| CCc1nc2c(OCCOc3ccc(F)cc3)cccn2c1N(C)C(=O)c1ccc(C)cc1 | -7.3 |
| COc1ccc(C2OCC(C)([N+](=O)[O-])CO2)cc1 (stereo not drawn) | -7.5 |
| CC(=O)Nc1cccc(-c2ccnc3c2CC(C(=O)NCC2CCOCC2)O3)c1 (stereo not drawn) | 6.8 |
| COc1ccc(CN(C)C[C@H]2OCCCC[C@@H](C)Oc3ccc(NS(C)(=O)=O)cc3C(=O)N([C@H](C)CO)C[C@@H]2C)cc1 | -4.5 |
| CC(=O)C1CCC2C3CCC4=CC(=O)CCC4(C)C3(F)C(O)CC12C (stereo not drawn) | -3.4 |
| Cc1ccc(C(=O)Nc2nc(-c3ccc4c(c3)OCCO4)cs2)o1 | -6.9 |
| C=Cc1ccc(Cn2c(C)c(C(=O)NCc3cccc(C(F)(F)F)c3)sc2=O)cc1 | -0.3 |
| Cc1ccc([C@H]2N[C@]3(CCCN(Cc4ccc(F)cc4)C3=O)[C@H]3C(=O)N(C)C(=O)[C@@H]23)cc1 | -2.9 |

Other entries
| SMILES | GalR3 antagonist |
| --- | --- |
| CN(C)C(CNC(=O)C1CCN(S(=O)(=O)c2ccccc2C(F)(F)F)CC1)Cc1ccccc1 (stereo not drawn) | -3.1 |
| CC(Sc1nnc(-c2ccco2)n1N)C(=O)NCc1ccc2c(c1)OCO2 (stereo not drawn) | -1.4 |
| Oc1ccc(Cl)c2cccnc12 | -7.0 |
| C[C@@H](CO)NC(=O)c1[nH]cnc1C(=O)Nc1cccc(Cl)c1 | 0.4 |
| C#CCN(C[C@@H]1[C@@H](OC(=O)NCc2ccc(OC)c(OC)c2)[C@@H](OC(=O)NCc2ccc(OC)c(OC)c2)CN(C(=O)OC(C)C)N1C(=O)OC(C)C)S(=O)(=O)c1ccc(C)cc1 | -5.6 |
| O=C1NC(=O)C2(CCC(C3CCCCC3)CC2)N1 (stereo not drawn) | -2.2 |
| CC1(C(=O)NCc2ccccc2)CSCC(=O)N1C1CC1 (stereo not drawn) | -5.4 |
| COc1cc2c(c(OC)c1OC)-c1ccc(OC)c(=O)cc1C(NC(=O)c1ccccc1)CC2 (stereo not drawn) | -2.8 |
| COC(=O)[C@@]12C[C@@H](CC(=O)NCc3ccc(OC)c(OC)c3)C(=O)N(Cc3ccccc3)C1=CCC(C)(C)C2 | -7.1 |
| CC(C)C[C@H]1CN(CCCC[C@H]2CNC(=O)C(=O)N2CCc2ccccc2)C(=O)C(=O)N1CC1CCCCC1 | -5.9 |
| O=C(COC(=O)c1ccco1)Nc1ccc(N2CCOCC2)cc1 | -1.3 |
| COc1ccc(Cn2cc(CN3CC(N4CC=CC4)CS3(=O)=O)nn2)cc1 (stereo not drawn) | -2.0 |
| O=S(=O)(NCCS(=O)(=O)N1CCN(c2ccc(F)cc2)CC1)c1ccccc1 | -5.8 |
| CC1(C(=O)Nc2nccs2)CCN1C(=O)CC(c1ccccc1)c1ccccc1 (stereo not drawn) | -0.8 |
| COc1ccc(CC(N)c2csc(Nc3cc(NCCCO)ncn3)n2)cc1 (stereo not drawn) | -0.5 |
| COc1cccc(NC(=O)C2(C)CCN2CCc2ccccc2)c1 (stereo not drawn) | -0.9 |
| COc1cc(Cn2c3ccc(NC(=S)NCc4ccc(C)cc4)cc3c(=O)n2C)ccc1F | -8.3 |
| C[C@H]1CN([C@@H](C)CO)C(=O)c2cc(C3=CCCC3)cnc2O[C@@H]1CN(C)C(=O)c1ccncc1 | -4.7 |
| Cn1c(COc2ccccc2)nnc1SCC(=O)Nc1nnc(C2CC2)s1 | -0.3 |
| CCOc1ccc(CCN2C(=O)C(=O)N([C@@H](CC(C)C)CN3CCC[C@@H]3CN3C(=O)C(=O)NC[C@@H]3Cc3ccccc3)C[C@@H]2CC(C)C)cc1 | -3.9 |
| COc1ncccc1-c1ccc2nncn2c1 | -5.5 |
| CN(C)CCN(C)C1CN(CCc2ccccc2)S(=O)(=O)C1 (stereo not drawn) | 7.2 |
| C[C@@H]1CN([C@@H](C)CO)C(=O)CCCn2nncc2CO[C@@H]1CN(C)C(=O)Nc1cccc(C(F)(F)F)c1 | -6.2 |
| CC(C)(C)NC(=O)C(c1ccccc1)n1c(=O)c(-c2cc3ccccc3[nH]2)nc2ccccc21 (stereo not drawn) | -5.0 |
| CCOc1ccc(Cl)cc1-c1cc(C(=O)Nc2ccc(OC)nc2)[nH]n1 | -6.8 |

The results go on.
| SMILES | GalR3 antagonist |
| --- | --- |
| CC(C)(C)n1nc(C2CC2)c(Br)c1NC(=O)c1ccc(Cl)cc1 | -8.5 |
| CCCCN(C(=O)c1ccc(S(=O)(=O)N2CCCCC2)cc1)C1CCS(=O)(=O)C1 (stereo not drawn) | -5.8 |
| COC(=O)c1cc2c(c3c4cc(F)ccc4n(S(=O)(=O)c4ccccc4)c13)C(=O)N(C)C2 | -7.3 |
| CNc1cncc(-c2cc(OC)ccc2OC)n1 | -7.6 |
| O=C(Nc1ccc(F)c(Cl)c1)c1cc(C2CCCN(S(=O)(=O)c3cccc4cccnc34)C2)on1 (stereo not drawn) | 13.0* |
| CN(C)CCNC(=O)c1cccc2ccc(-c3ccc(-c4ccccc4)cc3)nc12 | -11.1 |
| CC(C)=C(C)c1cc2nc(NCCCN(C)C)n(C)c(=O)c2s1 | -4.6 |
| Cc1ccc(S(=O)(=O)NC(=O)C2(C)CCN2C(=O)c2ccc(C(F)(F)F)nc2C)cc1 (stereo not drawn) | -6.0 |
| N#Cc1ccccc1OCC(=O)NC1CCCCCC1 | 4.4 |
| CC(=O)N1CCN(c2ccc(NC(=O)c3cccc(F)c3)cc2)CC1 | -6.5 |
| N#Cc1nccc2ccc(OCc3ccc(Br)cc3)cc12 | -2.2 |
| CCCN(CC(=O)NC(=O)NCc1ccccc1)CC(=O)Nc1ccc(F)c(F)c1F | -1.6 |
| COc1ccc(C(C)(C)C)cc1S(=O)(=O)NCC1CCCO1 (stereo not drawn) | -8.5 |
| CCCCn1nnnc1C(c1ccccc1)N1CCN(CCN2CCOCC2)CC1 (stereo not drawn) | -6.8 |
| COc1ccc(-c2ccc(CN3C(CC(C)C)C(=O)N(Cc4cn(CCC5OCCCO5)nn4)CCS3(=O)=O)cc2)cc1OC (stereo not drawn) | 0.2 |
| F[B-](F)(F)c1cncc2ccccc12 | -7.2 |
| COc1ccc(NC(=O)c2sc(=O)n(Cc3ccc(S(=O)(=O)N(C)C)cc3)c2C)cc1 | -2.7 |
| CC1CC(C)(C)CC2(C1)NC(=O)N(CC(=O)N1CCN(S(=O)(=O)c3cccc(Cl)c3Cl)CC1)C2=O (stereo not drawn) | -6.2 |
| CCOC(=O)N1CCN(C(=O)C[C@@H]2C[C@@]3(C(=O)OCC)CCC=C3N(CCC3=CCCCC3)C2=O)CC1 | -7.3 |
| Cc1ccc(C)c(C(O)c2ncc(-c3ccccc3)[nH]2)c1 (stereo not drawn) | -1.9 |
| COC(=O)[C@]12C[C@H](CC(=O)NCCC(C)C)C(=O)N(Cc3ccccc3)C1=C[C@H](C(C)(C)C)O[C@@H]2C | -2.7 |
| Cc1ccc([C@@H]2C[C@H]3[C@@H](CN2S(=O)(=O)c2ccc(C)cc2)C(=O)C[C@@H](c2ccccc2)N3S(=O)(=O)c2ccc(C)cc2)cc1 | -4.1 |
| N=NC(=O)c1ccccc1Nc1c(O)[nH]c2ccccc12 | -5.8 |
| O=[N+]([O-])c1ccc2c(c1)CCO[C@@]21O[C@H](CCO)C[C@H](O)[C@H]1O | -4.5 |
| COc1ccc(N2C(=O)c3[nH]nc(-c4ccccc4)c3C2c2cccc(C(F)(F)F)c2)cc1 (stereo not drawn) | -6.1 |

An excerpt of these results, as labelled records.
> CN(C)CCN(C)C1CN(CCc2ccccc2)S(=O)(=O)C1 (stereo not drawn)
  GalR3 antagonist: 7.2

> CC(C)(C)NC(=O)C(c1ccccc1)n1c(=O)c(-c2cc3ccccc3[nH]2)nc2ccccc21 (stereo not drawn)
  GalR3 antagonist: -5.0

> O=C(COC(=O)c1ccco1)Nc1ccc(N2CCOCC2)cc1
  GalR3 antagonist: -1.3

> CN(C)c1ccc(NC(=O)Nc2nc(C(N)C3CCCCC3)cs2)cc1 (stereo not drawn)
  GalR3 antagonist: -7.0

Additional records:
| SMILES | GalR3 antagonist |
| --- | --- |
| O=C(NCc1cccc(Cl)c1)c1ccc(-n2cncn2)c2ccoc12 | -4.6 |
| COc1cc(F)ccc1-c1csc(C(O)c2ccc(F)cc2)n1 (stereo not drawn) | -6.7 |
| C[C@@H]1ON(C)[C@H]2C[C@H]3c4[nH]c5cccc(-c6ccccc6F)c5c4CCN3C(=O)[C@@H]12 | -4.9 |
| CC(=O)c1ccc(NC(=O)CSc2nc3nn(-c4ccccc4)c(=O)c-3c3n2CCCCC3)cc1 | -1.0 |
| COC(=O)C1=C(C)N(C)C(=NCc2ccc(OC)cc2)NC1c1ccccc1 (stereo not drawn) | -6.1 |

A portion of the library; the hit share may differ from the screen's.
